Glioma ERSR ind: inducers of ER stress response in human glioma cells; AID 602332; Potency, µM, inactives show at the top dose activation, hits mostly activators; U87-MG GRP78 promoter luciferase reporter, 16 h; 420,000 tested, 0.02% active; also: potency is read from the fitted curve at half-maximal effect; series mostly up to about 76 µM; % of control where 0% means no effect; nearly all actives have a fitted effect of over 35% in size
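ERSR induction read as luciferase luminescence (Bright-Glo, 10 min at room temperature) in stably transfected human U87-MG glioma cells exposed to compounds for 16 h, using GRP78 as sensor.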
TrxR1 substrate: substrates of rat thioredoxin reductase 1. O89049. purified TrxR1 substrate turnover, NADPH consumption readout. Potency, µM (highest dose often 114 µM), for the others: top-dose activity change, negative = substrate turnover. 390,000 tested, 0.01% active; also: potency is read from the fitted curve at half-maximal effect; % is scaled to controls: 0 for no effect and ±100 for the full control effect; nearly all actives have a fitted effect of over 50% in size
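Rat TrxR1, dispensed at 90 nM, was prereduced with 400 uM NADPH (final) for 5 min at ~22 deg C, then incubated with compound 15 min before 400 uM selenite. A first-read NADPH fluorescence drop versus no-compound background flagged substrates.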
TrxR1 inh: rat TrxR1 inhibition; Potency, µM (series often up to 114 µM), for inactives: at the top dose activity change, negative = inhibition, hits mostly inhibitors; recombinant rTrxR1, NADPH fluorescence consumption, selenite substrate; 390,000 tested, 1% active; AID 588453; also: potency is read from the fitted curve at half-maximal effect; % is scaled to controls: 0 for no effect and ±100 for the full control effect; nearly all actives have a fitted effect of over 65% in size
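Rat TrxR1 (90 nM in the dispensed reagent) was pre-reduced with 400 uM NADPH for 5 min at room temperature, then incubated with compound for 15 min. After 400 uM selenite was added, NADPH fluorescence (Ex 340/Em 450 nm) was followed for 8 min.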
Vif-APOBEC3G blk: Vif-A3G binding inhibition; HeLa A3G-eYFP + Vif (tagged APOBEC3G with the HIV-1 protein that degrades it), YFP fluorescence, overnight; Potency, µM (top dose mostly 46.1 µM), for inactives: at the top dose activity, negative = active, most hits filed as inhibitors; 410,000 tested, 0.076% active;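 also: potency is read from the fitted curve at half-maximal effect; % is scaled to controls: 0 for no effect and ±100 for the full control effect; nearly all actives have a fitted effect of over 60% in size; hits raise eYFP signal because A3G escapes Vif-driven loss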
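HeLa cells stably expressing Vif and C-terminally eYFP-tagged A3G, seeded overnight at 37 deg C, then exposed to compound by pintool overnight at 37 deg C. Rise in yellow fluorescence (Ex 488/Em 500-530, Acumen) marks blocked Vif-driven A3G degradation.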
mIDH1 inhibitor: blocks human mutant IDH1 R132H enzyme. AID 602179. O75874. Potency, µM (series often up to 76.6 µM), inactives show top-dose activity change, negative = inhibition, most hits filed as inhibitors. IDH1-R132H enzyme, NADPH consumption, diaphorase/resazurin fluorescence. 390,000 tested, 0.093% active; also: potency is read from the fitted curve at half-maximal effect; % is scaled to controls: 0 for no effect and ±100 for the full control effect; nearly all actives have a fitted effect of over 65% in size
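IDH1-R132H (0.5 ug/mL dispensed) in pH 7.5 Tris buffer was preincubated 30 min with compound, then given a substrate mix of 0.016 mM NADPH and 2 mM alpha-KG for 80 min at room temperature; remaining NADPH was read by diaphorase/resazurin fluorescence.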
USP1 inh: USP1/UAF1 (human) deubiquitinase inhibition; AID 743255; Potency, µM (titrated, usually from 57.1 µM), without a hit: at the top dose activity change, negative = inhibition, hits mostly inhibitors; 390,000 tested, 0.23% active; recombinant USP1/UAF1, Ub-Rhodamine cleavage fluorescence; also: potency is read from the fitted curve at half-maximal effect; % is scaled to controls: 0 for no effect and ±100 for the full control effect; nearly all actives have a fitted effect of over 60% in size; inactives centre near -12
Target sequence (O94782 whole entry, looked up): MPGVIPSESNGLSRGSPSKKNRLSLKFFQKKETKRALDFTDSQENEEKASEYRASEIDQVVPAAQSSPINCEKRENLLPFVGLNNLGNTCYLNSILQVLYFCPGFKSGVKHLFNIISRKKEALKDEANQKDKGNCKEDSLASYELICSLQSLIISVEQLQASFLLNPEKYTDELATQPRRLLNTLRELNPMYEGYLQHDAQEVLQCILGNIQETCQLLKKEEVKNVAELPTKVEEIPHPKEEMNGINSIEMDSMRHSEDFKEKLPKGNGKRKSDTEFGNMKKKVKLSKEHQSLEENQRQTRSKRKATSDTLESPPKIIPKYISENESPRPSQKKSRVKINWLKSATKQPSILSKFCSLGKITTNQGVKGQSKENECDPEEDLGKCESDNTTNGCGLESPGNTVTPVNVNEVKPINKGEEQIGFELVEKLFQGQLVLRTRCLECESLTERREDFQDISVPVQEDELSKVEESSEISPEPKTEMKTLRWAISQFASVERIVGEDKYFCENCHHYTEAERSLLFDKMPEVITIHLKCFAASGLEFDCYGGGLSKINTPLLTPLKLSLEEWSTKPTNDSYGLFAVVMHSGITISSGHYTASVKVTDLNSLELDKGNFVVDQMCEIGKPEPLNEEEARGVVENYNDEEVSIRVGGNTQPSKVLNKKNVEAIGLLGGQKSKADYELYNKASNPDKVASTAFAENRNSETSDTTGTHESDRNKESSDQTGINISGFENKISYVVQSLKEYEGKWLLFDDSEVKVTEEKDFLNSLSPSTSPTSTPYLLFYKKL
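USP1/UAF1 complex at 1 nM was preincubated with compound for 15 min at room temperature, then Ub-Rho substrate (150nM final) was added. Fluorescence (480/540 nm) was read kinetically, 6 reads every 60 seconds.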
RGS4 inh: inhibitors of human regulator of G protein signaling 4. P49798. Transcreener GDP fluorescence polarization, RGS4-accelerated GTP hydrolysis. Potency, µM (top dose mostly 114 µM), for the others: at the top dose activity change, negative = inhibition, actives largely listed as inhibitors. 390,000 tested, 0.039% active. AID 504845; also: potency is read from the fitted curve at half-maximal effect; % is scaled to controls: 0 for no effect and ±100 for the full control effect; nearly all actives have a fitted effect of over 75% in size; some results filed as inactive show a strong effect at the top dose
Target sequence (P49798 whole entry, looked up): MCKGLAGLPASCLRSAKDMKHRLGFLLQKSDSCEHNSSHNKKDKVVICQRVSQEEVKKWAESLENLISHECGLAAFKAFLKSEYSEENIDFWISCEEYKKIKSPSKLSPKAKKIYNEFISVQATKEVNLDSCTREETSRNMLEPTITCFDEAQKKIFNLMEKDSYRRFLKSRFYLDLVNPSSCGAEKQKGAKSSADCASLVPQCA
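MLSMR compounds (23 nl, pin-transferred) preincubated 10 min at room temperature with a 500nM (2x) first reagent, then RGS4 at 900nM (2x) plus Transcreener GDP mix added; fluorescence polarization (620/688 nm) read before and after 90 min at 30 °C.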
Vif-APOBEC3F blk: blocks the Vif interaction with APOBEC3F. HeLa A3F-eYFP + Vif (tagged APOBEC3F with the HIV-1 protein that degrades it), YFP fluorescence increase. Potency, µM (top dose mostly 46.1 µM), for inactives: at the highest dose activity, negative = active. 390,000 tested, 0.2% active; also: potency is read from the fitted curve at half-maximal effect; % of control where 0% means no effect; nearly all actives have a fitted effect of over 65% in size
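HeLa cells stably expressing A3F-eYFP plus Vif, plated and incubated overnight at 37 deg C, then exposed to compounds overnight at 37 deg C. Blocked degradation read as raised yellow fluorescence (Ex 488/Em 500-530).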
LDHA inh: LDHA (human) enzyme inhibition; 480,000 tested, 0.15% active; P00338; activity change, % (values are at about 110 or 230 µM); purified LDHA, NADH/diaphorase-resazurin fluorescence; hits give low values; in the data active = activity change below about -30%; inconclusive = mostly about -25% to -30%;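 also: plate controls were DMSO wells for no effect and wells without enzyme for full effect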
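Enzyme activity of human lactate dehydrogenase 5 (2 nM; 0.06 mM NADH, 0.2 mM pyruvate, 5 min, RT) is measured via a resazurin/diaphorase fluorescence readout of residual NADH.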
An asterisk follows results filed as active; ? = inconclusive; / = no result given; & = joins results of further samples; [ ] = another dose, or the depositor's remark. Unless noted, calls follow the shape of the dose curve; as a rule, active = well fitted curve in the direction sought with a large enough effect; inconclusive = small, poorly fitted or top-dose-only effect, or another doubt; inactive = no such curve, though single readings can be large; an effect the other way counts as inactive or inconclusive.

molecule | Glioma ERSR ind | TrxR1 substrate | TrxR1 inh | Vif-APOBEC3G blk | mIDH1 inhibitor | USP1 inh | RGS4 inh | Vif-APOBEC3F blk | LDHA inh
Fc1ccc2cnc(-c3ccccc3)c(-c3cc(C(F)(F)F)cc(C(F)(F)F)c3)c2c1 | 11% | 2%[57.1 µM] | -38% | -22% | -9% | ? | -27% | ? | 5
Cc1cc(C)nc(NS(=O)(=O)c2ccc(NC(=O)C(C)Oc3ccccc3F)cc2)n1 (stereo not given) | 3% | 1%[57.1 µM] | 4%[57.1 µM] | 1% | 3% | -16% | -25% | 9% | -6
C1CCc2nc3c(nc2C1)CCCC3 | -4% | -1%[57.1 µM] | -11%[57.1 µM] | 3% | 7% | -8% | 16% | -4% | 2
CNC(=O)C12CC3CC(C1)CC(c1ccc(C)cc1)(C3)C2 | -4% | 5%[57.1 µM] | 12%[57.1 µM] | 2% | 11% | -8% | -7% | 1% | -6
COc1ccc2c(c1)nc(SCC(=O)c1cccs1)n2C | 4% | 4% | -3% | 0% | 13% | -26% | -25% | -2% | -11
COc1cc2c(cc1OC)CN(C(=O)CSc1nc3[nH]ncc3c(=O)n1-c1ccccc1)CC2 | -4% | 6% | 8% | -9% | -8% | -3% | 0% | -3% | 7
COc1cccc(C(=O)NCC(=O)N/N=C/c2cccs2)c1 | -3% | -7% | -11% | -1% | 1% | -23% | -5% | 1% | -4
NC(=O)NCCCC(=O)O | -2% | 3%[57.1 µM] | -3%[57.1 µM] | 2% | 4% | -1% | 2% | -4% | -4
CCOC(=O)N1CCN(C(=O)C(NC(=O)c2ccc(C(C)(C)C)cc2)C(C)C)CC1 (stereo not given) | -2% | 4% | 1% | 13% | 10% | -12% | -25% | -2% | 3
Oc1cccnc1CN1CCCCC1 | -2% | 11% | -6% | 2% | -2% | -10% | 9% | -11% | 8
CCn1cc(C(=O)NCCCN2CCCC(C)C2)c(=O)c2cc(S(=O)(=O)N(C)C3CCCCC3)ccc21 (stereo not given) | -3%&-1% | 3%&0% | 19%&18% | 2%&5% | 1%&-4% | ? | 4%&4% | 9%&2% | -6&0
COc1ccccc1N1CCN(CC(O)COc2cc(C)cc(C)c2)CC1 (stereo not given) | 3% | -5% | 3% | 4% | 1% | -14% | -6% | -7% | -4
CCOc1ccc(-n2c(C)c(C(C)=O)c3cc(OC(C)=O)ccc32)cc1 | -2% | -16% | -17% | -1% | 1% | -11% | 17% | -4% | -8
CCCCOc1ccc(C(=O)N2CCCCCC2)cc1 | 3% | -1% | 19% | 3% | 14% | -1% | 11% | -3% | 0
Cc1ccc(-c2csc3nc[nH]c(=O)c23)cc1 | 0% | 11%[57.1 µM] | 6%[11.4 µM] | -3% | 6% | -12% | -4% | -18% | -6

Part of the list above, with two lines to a compound:
Order of results – Glioma ERSR ind, TrxR1 substrate, TrxR1 inh, Vif-APOBEC3G blk, mIDH1 inhibitor, USP1 inh, RGS4 inh, Vif-APOBEC3F blk, LDHA inh
CCn1cc(C(=O)NCCCN2CCCC(C)C2)c(=O)c2cc(S(=O)(=O)N(C)C3CCCCC3)ccc21 (stereo not given)
→ -3%&-1%, 3%&0%, 19%&18%, 2%&5%, 1%&-4%, ?, 4%&4%, 9%&2%, -6&0
Cc1ccc(-c2csc3nc[nH]c(=O)c23)cc1
→ 0%, 11%[57.1 µM], 6%[11.4 µM], -3%, 6%, -12%, -4%, -18%, -6
CCOc1ccc(-n2c(C)c(C(C)=O)c3cc(OC(C)=O)ccc32)cc1
→ -2%, -16%, -17%, -1%, 1%, -11%, 17%, -4%, -8

Following part.
molecule | Glioma ERSR ind | TrxR1 substrate | TrxR1 inh | Vif-APOBEC3G blk | mIDH1 inhibitor | USP1 inh | RGS4 inh | Vif-APOBEC3F blk | LDHA inh
CCOC(=O)[C@H]1[C@H]2COc3ccc(Cl)cc3[C@@H]2N2C(=O)CN(Cc3ccc(OC)cc3)C(=O)[C@@]12C | 0% | -7%[57.1 µM] | -2%[57.1 µM] | -9% | -2% | -21% | -2% | 0% | 0
Cc1ccccc1S(=O)(=O)Cc1ccc(C(=O)NCCN(CC(C)C)CC(C)C)o1 | -7% | 9% | -31% | -1% | -4% | -16% | 21% | 1% | 0&1
Cc1ccc(S(=O)(=O)N(CC(=O)c2ccccc2)C(=O)N2CCN(C)CC2)cc1 | -2% | 14% | 26% | 2% | 9% | -4% | 11% | 8% | -8
CCOc1ccc(C(=O)O/N=C(\N)c2ccccn2)cc1OCC | -6% | -3% | -9% | -8% | 3% | -22% | -2% | 0% | -2
O=C(COC(=O)/C=C/c1ccc(Cl)cc1Cl)NCC1CCCO1 (stereo not given) | -2% | 2% | 0% | 1% | -6% | -21% | 0% | 7% | -7
O=C(CN1C(=O)NC2(CCCCC2)C1=O)N1CCN(c2ncccn2)CC1 | -3% | -4% | -9% | 2% | 2% | 2% | 32% | -9% | -2
CC(=O)c1c(C)[nH]c(C(=O)NCCCN2CCCC2)c1C | -2% | -2% | -9% | 0% | 10% | -14% | -1% | 2% | -4
Cc1[nH]c2ccccc2c1/C=C(\C#N)C(=O)NCC1CCCO1 (stereo not given) | 9% | -10% | -5% | 8% | 17% | -19% | -58%[56.9 µM] | -2% | -3
O=C(O)Cn1cc(/C=C/[N+](=O)[O-])c2ccccc21 | 0% | -4%[57.1 µM] | -40% | 0% | -7% | -3% | 12% | -3% | 1
CN(C)c1ccc(/C=C/c2sc3ccccc3[n+]2CCCCBr)cc1 | -7% | -1% | 26% | ? | / | / | / | / | /
OCCCNC(=S)Nc1ccc(Oc2ccccc2)cc1 | 6% | 10%[57.1 µM] | 22%[57.1 µM] | 0% | 8% | -5% | -53% | 7% | -4
CC1(C)CC(=O)C2=C(C1)NCN(Cc1ccccc1)C2 | 1% | -7% | -19% | -1% | 4% | 4% | 40% | 5% | -1
Cc1nc2ccccc2nc(=O)c1NNc1ccccc1 | -3%&7% | -9% | -10% | -10%&-5% | 10% | 1% | 8%&-8% | 1% | -6&-9
COc1ccc(C(=O)N2CCc3cc(OC)c(OC)cc3C2c2cccc([N+](=O)[O-])c2)cc1OC (stereo not given) | -9% | -13% | 6%[57.1 µM] | -3% | -22% | -14% | -31%[11.4 µM] | -2% | -1
COc1cc(NC(=O)CN2C(=O)c3ccccc3Sc3ccc(C(=O)N4CCCC4)cc32)cc(OC)c1 | -1% | 7%[57.1 µM] | 15%[57.1 µM] | -5% | 15% | -16% | -45% | 1% | 13
CCN(CC)CCNC(Cc1ccccc1)c1cccc(OC)c1 (stereo not given) | -6% | 8%[11.4 µM] | 18%[11.4 µM] | 0% | 3% | -6% | -3% | 21% | -9
COc1ccc(-c2csc(NC(=S)NC(=O)/C=C/c3ccco3)n2)cc1OC | -9% | -7% | -6% | ? | -8% | -14% | -36% | -2% | -9
O=C(N/N=C/c1ccc(Sc2nc3ccccc3[nH]2)o1)c1ccncc1 | -3% | -6% | -9% | 2% | -1% | -22% | 3% | -20% | -8
Cn1c2c(c(=O)c3ccccc31)CCCC2 | 3% | 17%[57.1 µM] | -11%[57.1 µM] | 0% | 7% | -13% | 8% | 13% | -7
COc1ccc(N(CC(=O)NC2CC3CCC2C3)S(=O)(=O)c2ccccc2)cc1OC (stereo not given) | -4% | -4% | 12% | 0% | -13% | -17% | 15% | 1% | -5
Cc1cccc(N=C2NC(=O)/C(=C/c3cccs3)S2)c1 | 1% | 3%[57.1 µM] | 2%[57.1 µM] | -20% | 3% | -16% | -28% | ? | -9
COc1ccc2cc3cc(C(=O)N4CCCCC4C)oc3nc2c1 (stereo not given) | -10% | 30% | 3% | 1% | 6% | -24% | -10% | -17% | 0

Some of the entries so far, with each value named:
> COc1cc(NC(=O)CN2C(=O)c3ccccc3Sc3ccc(C(=O)N4CCCC4)cc32)cc(OC)c1
  Glioma ERSR ind: -1%; TrxR1 substrate: 7%[57.1 µM]; TrxR1 inh: 15%[57.1 µM]; Vif-APOBEC3G blk: -5%; mIDH1 inhibitor: 15%; USP1 inh: -16%; RGS4 inh: -45%; Vif-APOBEC3F blk: 1%; LDHA inh: 13

> CCN(CC)CCNC(Cc1ccccc1)c1cccc(OC)c1 (stereo not given)
  Glioma ERSR ind: -6%; TrxR1 substrate: 8%[11.4 µM]; TrxR1 inh: 18%[11.4 µM]; Vif-APOBEC3G blk: 0%; mIDH1 inhibitor: 3%; USP1 inh: -6%; RGS4 inh: -3%; Vif-APOBEC3F blk: 21%; LDHA inh: -9

Assay outcomes (PubChem)

A portion of the library, so the mix of outcomes need not match the whole.
